UTI89 phage lysis: inhibition of K1F phage lysis, E. coli UTI89, bacterial capsule biogenesis inhibitors, alamar blue (AID 488966); 340,000 tested, 0.02% active; E. coli UTI89 K1F phage lysis, alamar blue, 2 h; higher % means a stronger effect; inhibition, % at 100 µM; hits with a dose series show IC50 in µM;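 active means phage lysis inhibition, versus mean bacterial control, above a set limit; inconclusive means no clear call, values can overlap the other calls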;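 further: capsule biogenesis inhibitors block K1F phage lysis so surviving cells raise fluorescence; higher fluorescence means more inhibition of phage lysis; actives were called in the ten point dose series up to 300 µM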
SV40 large T antigen: SV40 large T antigen inhibitors, biochemical (AID 1903). SV40 large T antigen ATPase/helicase inhibition assay; higher % means a stronger effect. inhibition, % at 20 µM, or IC50 in µM where a hit was titrated. 310,000 tested, 0.39% active; in the data active means a potency from the dose series; inconclusive means inhibition mostly from about 32% at the one dose, without a potency; inactive means the rest, 99 in 100 with inhibition below about 32%; further: strong numbers were not always called active
Salmonella PhoP GFP: inhibitors of PhoP regulon expression, primary screen, Salmonella Typhimurium, GFP reporter (AID 1863) | S. Typhimurium PhoP-regulated promoter GFP reporter, 4 h; higher % means a stronger effect | one-dose inhibition, % at 50 µM; IC50 in µM for titrated hits | 300,000 tested, 0.16% active;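 active means inhibition over 29.93%, a cutoff 3 SD above the screen mean, later confirmed by dose response; inconclusive means inhibition over 29.93% but no dose response follow-up; inactive means inhibition at most 29.93% or unconfirmed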;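 further: 0% = low Mg2+ inducing control and 100% = high Mg2+ repressing control; strong numbers were not always called active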
West Nile virus CPE: West Nile virus antiviral activity, cell-based, CPE readout (AID 1621); one-dose CPE inhibition, % at 10 µM; IC50 in µM for titrated hits; 290,000 tested, 0.02% active; West Nile virus-infected cells, CPE inhibition; higher % means a stronger effect; in the data active means a potency from the dose series; inconclusive means CPE inhibition mostly from about 3.7% at the one dose, without a potency; inactive means the rest, 99 in 100 with CPE inhibition below about 2.2%; further: strong numbers were not always called active
T cell modulator: modulators of CD8 T cell-vesicle binding, primary screen, mouse 2C CD8+ T cells, flow cytometry; 2C CD8+ T cell-vesicle binding; active compounds read low; calls only at 7 µM; 330,000 tested, 0.068% active; AID 2052, 2009;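 active means response, share of CD8 T cells binding vesicles, and their 90th percentile fluorescence all below set limits, cut at about 80% in these data, passing the limit was not always enough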
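Assay system – 2C mouse CD8+ T cells · Also added – QL9-loaded Drosophila micro-vesicles · Timing – Cell–vesicle co-incubation 1.5 h at 37 °C, staining 20 min on ice · Signal – flow cytometry of vesicle-bound cells · Measure – percent CD8+ FL2 mean versus row control · Controls – Peptide-free naked vesicles (low) and QL9 vesicles with 0.7% DMSO vehicle (high)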
NTR1 ag: agonists of NTR1, primary screen, imaging, U2OS cells, beta-arrestin-GFP, high content (AID 493036) | Neurotensin receptor type 1 (Homo sapiens), P30989 | NTR1-U2OS beta-arrestin-GFP spot imaging, agonist mode | activation, % at 20 µM | 330,000 tested, 0.17% active;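 active means activation at or above 40% of the spot to cytoplasm intensity ratio, with at least 20 cells analyzed; inconclusive means wells under 20 cells, flagged as cytotoxic or low count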;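 further: 0% = DMSO without peptide and 100% = 100 nM NTR1 peptide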
Target sequence (P30989 whole entry, looked up): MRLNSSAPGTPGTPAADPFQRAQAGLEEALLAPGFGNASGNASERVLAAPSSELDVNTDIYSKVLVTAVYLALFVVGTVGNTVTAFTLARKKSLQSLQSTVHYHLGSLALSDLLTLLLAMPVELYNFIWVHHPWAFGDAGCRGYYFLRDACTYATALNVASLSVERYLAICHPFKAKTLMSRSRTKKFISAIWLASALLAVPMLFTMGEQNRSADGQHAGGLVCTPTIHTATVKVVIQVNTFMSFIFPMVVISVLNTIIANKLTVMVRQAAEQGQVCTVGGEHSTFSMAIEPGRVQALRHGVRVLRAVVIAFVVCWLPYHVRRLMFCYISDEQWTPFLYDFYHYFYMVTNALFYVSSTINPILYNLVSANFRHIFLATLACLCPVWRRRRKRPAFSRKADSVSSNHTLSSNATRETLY
RSV CPE inhibition: RSV antiviral activity via CPE protection, HEp-2 cells, primary 10 µM value included (AID 2391) | HEp-2 cells, RSV-induced CPE inhibition; higher % means a stronger effect | CPE inhibition, % at 10 µM; hits with a dose series show IC50 in µM | 310,000 tested, 0.13% active; in the data active means a potency from the dose series; inconclusive means CPE inhibition mostly from about 23% at the one dose, without a potency; inactive means the rest, 99 in 100 with CPE inhibition below about 21%; further: strong numbers were not always called active
Rac1 GTP hydrolysis: MgcRacGAP GTPase-activating activity inhibitors, confirmation, biochemical, ADP Hunter fluorescence | Rac GTPase-activating protein 1 (Homo sapiens) | MgcRacGAP-stimulated Rac1 GTP hydrolysis, ADP Hunter fluorescence; higher % means a stronger effect; GST-tagged Rac1 F28L mutant substrate | one-dose inhibition, % at 30 µM; IC50 in µM for titrated hits | 340,000 tested, 0.6% active | AID 624330, 2012;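 active means first-screen hits whose inhibition reached a set limit at any dose in the follow-up dose series; inconclusive means inhibition above the set first-screen limit but never retested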;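 further: fluorescence reports GDP produced by GAP-driven GTP hydrolysis; strong numbers were not always called active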
Dengue-2 NS5 capping: Dengue-2 NS5 methyltransferase inhibitors, primary screen, biochemical, confirmation dose response (AID 588689); inhibition, % at 25 µM, or IC50 in µM where a hit was titrated; 340,000 tested, 0.3% active; Dengue-2 NS5 methyltransferase capping enzyme assay, biochemical; higher % means a stronger effect; Genome polyprotein (Dengue virus type 2 (strain 16681-PDK53)); in the data active means a potency from the dose series; inconclusive means inhibition above about 29% without an active follow-up result
T cell modulator vesicle-bound %: also measured in T cell modulator; calls as there; double positive events, %; measured here: CD8+ vesicle-bound cell fraction;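 binding gate set so that unloaded-vesicle control wells show 10% double positive cells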
NTR1 ag cell count 20 µM: further read-out of NTR1 ag, marked with its call; cell count; measured here: cell count, cytotoxicity flag
* = called active by the depositor; i = inactive; ? = inconclusive; nt = no result given; [ ] = another dose, or the depositor's remark.

SMILES,NTR1 ag,SV40 large T antigen,UTI89 phage lysis,Salmonella PhoP GFP,Rac1 GTP hydrolysis,T cell modulator vesicle-bound %,T cell modulator,RSV CPE inhibition,NTR1 ag cell count 20 µM,Dengue-2 NS5 capping,West Nile virus CPE
COc1cccc(NC(=O)CN(C)C(=O)c2cc(C3CC3)nn2-c2ccccc2)c1,0.9,nt,0.4%[50 µM],nt,5%,51,i,nt,51,0%,nt
Cc1ccc(NC(=S)Nc2ccc(C(C)C)cc2)cc1S(=O)(=O)N1CCCCCC1,9.6,2%,2.9%[50 µM],-7%,5%,17,i,19%,91,-2%,-1.9%
Cc1cc(C)n(-c2ccc(Cl)c(C(=O)OCC(=O)N3CCCCC3C)n2)n1 (centres undefined),-0.7,nt,0.3%,nt,-1%,16,i,1.4%,56,-8%,0.1%
CCCCN1CN(Cc2ccccc2)CNC1=S,1.0,16%,-0.2%[50 µM],-2%,1%,34,i,0.4%,64,0%,-0.7%
N#CCC(=O)N/N=C\c1ccccc1OC/C=C/c1ccccc1,3.1,8%,-1.0%[50 µM],12%,1%,55,i,0.2%,74,-2%,0.6%
COc1cccc(N(CC(=O)NC2CCCCC2)C(=O)c2snc(C(N)=O)c2N)c1,-0.8,6%,0.8%,4%,7%,36,i,1.1%,63,-9%,-0.8%
COc1ccc(-c2cc(C(F)(F)F)c(C#N)c(SCC(=O)Nc3nc(C)co3)n2)cc1,0.4,10%,-0.2%,3%,10%,21,i,-0.1%,51,25%,2.2%
O=C(CCS(=O)(=O)c1ccc(Cl)cc1)Oc1ccc2c(c1)OCO2,1.0,46%,0.1%,11%,?,26,i,0.9%,56,-8%,0.1%
Cc1ccc(NC(=O)COc2coc(CN3CCc4ccccc4C3)cc2=O)c(C)c1,20,26%,0.7%[50 µM],-1%,3%,51,i,1.0%,47,-2%,nt
COCCC(=O)N1CCC(Oc2ccc(C(=O)N3C[C@H]4CC[C@H]3C4)cc2)CC1,1.5,7%,-0.1%,-1%,7%,8,i,1.5%,77,-1%,-0.2%
Nc1c(C(=O)C2CC2)sc2nc3c(cc12)CCC3,2.2,4%,0.1%,-3%,-3%,19,i,9.5%,48,3%,-0.2%
COc1cccc(NC(=O)CN(C)C(=O)c2cn(-c3ccccc3)nc2-c2cccnc2)c1,1.8,nt,0.4%[50 µM],nt,4%,34,i,-0.1%,64,2%,nt
CC(c1ccccc1F)n1cc(C(=O)NCCCc2nc3ccccc3[nH]2)nn1 (centres undefined),-0.6,-2%,0.3%,-5%,13%,41,i,0.5%,75,-5%,0.7%
O=C(Nc1ccc(F)cc1F)C1CCN(c2ncnc3c2sc2cccc(F)c23)CC1,3.3,3%,3.8%,nt,4%,28,i,3.7%,59,-2%,-0.2%
CCCCC1(C)OC(=O)C(=Cc2ccc(SC)cc2)C(=O)O1 (centres undefined),0.2,5%,0.3%,1%,9%,36,i,0.9%,91,10%,-0.2%
C[C@@H]1OC(Nc2ccc(N=Nc3ccccc3)cc2)[C@H](O)[C@H](O)[C@H]1O (some centres undefined),-1.5,9%,nt,-2%,nt,20,i,0.0%,54,nt,-0.5%
c1csc(-c2nc(N3CCCCC3)no2)c1,0.5,8%,0.1%,6%,5%,35,i,0.8%,102,0%,-0.2%
CC(=O)NCCOc1nc(N(C)C)nc(N2CCOCC2)n1,-2.0,10%,0.9%,12%,6%,37,i,1.0%,86,-1%,-0.1%
C=CCn1c(SCc2ccccc2F)nc2cc(C(=O)O)ccc2c1=O,-0.6,14%,-0.4%,1%,7%,26,i,0.7%,55,2%,2.0%
COc1ccc(C(=O)/C=C/Nc2cc(C)on2)c(OC)c1,0.0,26%,0.0%,-12%,15%,60,i,0.1%,78,-3%,0.3%
CSc1sc(C(=O)NNC(=O)c2ccc(Cl)cc2)c2c1C=CCC2,0.4,10%,3.9%,-9%,8%,58,i,1.3%,56,-8%,-0.3%
Cc1c(C2(O)CCCCC2)[nH]c2cnccc12,0.7,nt,-0.7%,nt,-2%,24,i,-0.5%,60,6%,nt
Cc1ccc2nc(-c3ccncc3)cc(C(=O)Nc3ccc(F)cc3C)c2c1,3.1,6%,1.3%[50 µM],-1%,11%,70,i,3.1%,80,-10%,-0.2%
Cc1ccc(C(=O)c2ccccc2C(=O)Nc2ccccc2)cc1,1.1,12%,1.9%,1%,5%,52,i,6.6%,62,5%,nt
COc1ccccc1/C=N\N=C(\N)c1ccccn1,0.6,1%,0.9%,1%,8%,61,i,0.7%,90,-2%,0.9%

SMILES,NTR1 ag,SV40 large T antigen,UTI89 phage lysis,Salmonella PhoP GFP,Rac1 GTP hydrolysis,T cell modulator vesicle-bound %,T cell modulator,RSV CPE inhibition,NTR1 ag cell count 20 µM,Dengue-2 NS5 capping,West Nile virus CPE
Cc1cc(C)c(S(=O)(=O)N2CCCCC2C(=O)O)c(C)c1 (centres undefined),1.0,4%,-1.1%,1%,5%,43,i,0.7%,35,-4%,0.4%
CC1CC(C)(C)CC2(C1)NC(=O)N(CC(=O)OCc1ccc(Br)cc1)C2=O (centres undefined),2.0,nt,0.3%[50 µM],nt,0%,nt,nt,-0.1%,66,-3%,nt
COc1ccc(NC(=O)CN(Cc2ccccc2)Cc2ccccc2)cc1S(N)(=O)=O,-0.9,17%,1.8%[50 µM],10%,3%,49,i,1.1%,52,-2%,0.2%
COCCn1c(SCc2c(F)cccc2Cl)nc2c1c(=O)[nH]c(=O)n2C,1.3,8%,0.1%,-4%,6%,60,i,-0.6%,83,2%,-0.6%
CCCN(CCC)S(=O)(=O)c1cc(CN2C(=O)c3cccnc3C2=O)ccc1OC,-0.5,6%,-0.3%,-2%,nt,28,i,0.7%,81,0%,1.4%
COC(=O)CN1C(=O)[C@H]2[C@@H](c3ccc(C)o3)N3C(=O)CN(Cc4ccc(-c5ccccc5)cc4)C(=O)[C@@]3(C)[C@H]2C1=O,-0.4,15%,0.0%,nt,5%,26,i,1.7%,90,-12%,-1.0%
CCOC(=O)/C(C#N)=C/NC(=O)NC(C)(C)C,0.0,14%,5.4%,1%,2%,31,i,0.3%,51,-3%,-0.3%
COc1ccc(-c2cc(C(=O)OCC(=O)NC(C)C)c3ccccc3n2)cc1,0.2,-1%,0.0%,6%,2%,40,i,2.0%,47,-5%,0.3%
COc1ccc(/C=C/C(=O)OCC(=O)NC2CCS(=O)(=O)C2)cc1 (centres undefined),4.2,nt,1.0%[50 µM],nt,-2%,20,i,0.1%,62,-2%,nt
COc1ccc(/C=N/Nc2snc(SC)c2C#N)cc1OC,5.8,7%,0.3%,14%,16%,58,i,4.2%,46,3%,-0.3%
O=C(Cn1nnc2c(cnn2-c2ccccc2)c1=O)N1CCN(c2ccccc2F)CC1,0.3,1%,-1.1%,-4%,6%,11,i,5.1%,58,-1%,-0.1%
CCCCNC(=O)CC1N=C2c3ccccc3N=C(SCC(=O)Nc3ccc(OC)cc3)N2C1=O (centres undefined),0.9,0%,2.9%,4%,8%,48,i,37µM*,83,5%,-0.6%
CC1CCCCN1CC(=O)c1c(N)n(Cc2ccccc2)c(=O)n(C)c1=O (centres undefined),-1.1,-2%,0.5%,8%,5%,36,i,0.9%,67,-10%,0.2%
O=C(NCc1ccccc1)c1ccc2c(=O)[nH]c3c(C(=O)NCC4CCCO4)sc(=S)n3c2c1 (centres undefined),3.0,16%,-0.1%,-6%,16%,28,i,?,57,2%,1.9%
CC(=O)NCCc1nc2cc(NC(=O)c3ccccc3Cl)ccc2n1C,nt,2%,2.5%[50 µM],1%,6%,36,i,1.4%,nt,1%,0.7%
O=C(NCc1ccc(F)cc1)C1Cc2ccccc2CN1C(=O)c1ccco1 (centres undefined),0.6,2%,-1.7%,9%,7%,29,i,5.5%,40,-2%,-1.2%
O=C(CCN1CCN(c2ccccc2)CC1)NNC(=O)Cc1ccc(Br)cc1,-0.1,nt,1.1%[50 µM],nt,-3%,nt,nt,nt,63,3%,nt
O=C(NCCc1ccccc1)c1cc(-c2ccncc2)nc2ccc(S(=O)(=O)N3CCOCC3)cc12,-0.8,-6%,0.2%,3%,10%,13,i,1.0%,54,-9%,0.0%
Nc1ccccc1SCc1cn2cccnc2n1,-1.8,9%,0.1%,6%,8%,41,i,0.0%,58,-4%,-0.5%
O=C(COc1ccc(S(=O)(=O)N2CCCC2)cc1[N+](=O)[O-])N1CCCC1,1.6,nt,1.6%[50 µM],nt,2%,31,i,0.5%,65,-4%,nt
Cc1[nH]n(-c2ccccc2)c(=O)c1N=Nc1cccc(C(=O)O)c1,-1.3,7%,-1.2%,-7%,2%,16,i,3.3%,44,0%,0.4%
COc1cccc(C2CC(c3ccccc3)Nc3nc(N)nn32)c1 (centres undefined),-1.2,11%,1.8%,-8%,-2%,65,i,0.7%,46,-1%,-0.1%

Looked up one by one from the list above, 2 records:
SMILES,NTR1 ag,SV40 large T antigen,UTI89 phage lysis,Salmonella PhoP GFP,Rac1 GTP hydrolysis,T cell modulator vesicle-bound %,T cell modulator,RSV CPE inhibition,NTR1 ag cell count 20 µM,Dengue-2 NS5 capping,West Nile virus CPE
Cc1[nH]n(-c2ccccc2)c(=O)c1N=Nc1cccc(C(=O)O)c1,-1.3,7%,-1.2%,-7%,2%,16,i,3.3%,44,0%,0.4%
COc1ccc(/C=N/Nc2snc(SC)c2C#N)cc1OC,5.8,7%,0.3%,14%,16%,58,i,4.2%,46,3%,-0.3%

Printed as active in RSV CPE inhibition, of those listed so far:
Molecule | SV40 large T antigen | Salmonella PhoP GFP | Rac1 GTP hydrolysis | T cell modulator vesicle-bound % | T cell modulator | RSV CPE inhibition | Dengue-2 NS5 capping | West Nile virus CPE
CCCCNC(=O)CC1N=C2c3ccccc3N=C(SCC(=O)Nc3ccc(OC)cc3)N2C1=O (centres undefined) | 0% | 4% | 8% | 48 | i | 37µM* | 5% | -0.6%

Single values from the entries so far:
COc1ccc(-c2cc(C(=O)OCC(=O)NC(C)C)c3ccccc3n2)cc1 in NTR1 ag has 0.2
CCCCNC(=O)CC1N=C2c3ccccc3N=C(SCC(=O)Nc3ccc(OC)cc3)N2C1=O (centres undefined) in West Nile virus CPE has -0.6%
O=C(CCN1CCN(c2ccccc2)CC1)NNC(=O)Cc1ccc(Br)cc1 in UTI89 phage lysis has 1.1%[50 µM]

Screens deposited in PubChem by several laboratories.
